Screening data deposited in PubChem by several laboratories.
T cell modulator: T cell immune modulation candidate; 2C CD8+ T cell-vesicle binding, flow cytometry; stronger effect = lower value; calls only at 7 µM; 330,000 compounds, 0.068% hits; AID 2052;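 active = response, share of CD8 T cells binding vesicles, and their 90th percentile fluorescence all below set limits, cut at about 80% in these data, passing the limit was not always enough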
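Material: murine 2C transgenic CD8+ T lymphocytes / Also added: QL9-peptide-loaded Drosophila micro-vesicles bearing Ld, ICAM-1 and B7-1 / Schedule: binding step 1.5 h, 37 °C, antibody labelling 20 min, ice / Signal: flow cytometry, PE anti-B7-1 (FL2) versus Alexa647 anti-CD8 (FL8), PFA-fixed / Evaluation: percent CD8+ FL2 mean versus row control / Benchmarks: naked versus QL9-loaded vesicles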
RSV CPE inhibition: RSV antiviral activity via CPE protection, HEp-2 cells, primary 10 µM value included (AID 2391); one-dose CPE inhibition, % at 10 µM; IC50 in µM for titrated hits; 310,000 compounds, 0.13% hits; HEp-2 cells, RSV-induced CPE inhibition; higher % means a stronger effect; in the data active = a potency from the dose series; inconclusive = CPE inhibition mostly from about 23% at the one dose, without a potency; inactive = the rest, 99 in 100 with CPE inhibition below about 21%; note: strong numbers were not always called active
bCat nuc transl: modulators of beta-catenin nuclear translocation; HeLa beta-catenin nuclear translocation, immunofluorescence imaging; nuclear translocation activity, % at 5 µM; 190,000 compounds, 0.3% hits; AID 1665;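 active = nuclear translocation activity above 50% at 5 µM, with a well cell count of 50 or more; inconclusive = wells under 50 cells across six images, flagged as toxic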;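 note: per-cell ratio of nuclear to cytoplasmic median beta-catenin stain intensity; plate controls were DMSO negative control for no effect and GSK-3 inhibitor IX positive control for full effect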
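assay system = human HeLa cells, endogenous beta-catenin | times = compound treatment 24 h, 37°C, 5% CO2 | detection = Anti-beta-catenin immunofluorescence on PFA-fixed, Triton-permeabilized cells, DAPI nuclei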
West Nile virus CPE: West Nile virus antiviral activity, cell-based, CPE readout (AID 1621); West Nile virus-infected cells, CPE inhibition; higher % means a stronger effect; one-dose CPE inhibition, % at 10 µM; IC50 in µM for titrated hits; 290,000 compounds, 0.02% hits; in the data active = a potency from the dose series; inconclusive = CPE inhibition mostly from about 3.7% at the one dose, without a potency; inactive = the rest, 99 in 100 with CPE inhibition below about 2.2%; note: strong numbers were not always called active
Rac1 GTP hydrolysis: MgcRacGAP GTPase-activating activity inhibitors, confirmation, biochemical, ADP Hunter fluorescence; inhibition, % at 30 µM; hits with a dose series show IC50 in µM; AID 624330; 340,000 compounds, 0.6% hits; MgcRacGAP-stimulated Rac1 GTP hydrolysis, ADP Hunter fluorescence; higher % means a stronger effect; GST-tagged Rac1 F28L mutant substrate;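 active = first-screen hits whose inhibition reached a set limit at any dose in the follow-up dose series; inconclusive = inhibition above the set first-screen limit but never retested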;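 note: fluorescence reports GDP produced by GAP-driven GTP hydrolysis; strong numbers were not always called active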
WT yeast gro inh: growth inhibition of WT yeast, mitochondrial fusion screen; mitochondrial fusion phenotypic screen, WT strain; inhibition, % at 10 µM; 190,000 compounds, 2.1% hits; AID 1362; in the data active = inhibition above about 58%; tested in S. cerevisiae
PhoP inhibition: PhoP-dependent GFP reporter repression – Salmonella Typhimurium, primary screen (AID 1863) | S. Typhimurium PhoP-regulated promoter GFP reporter, 4 h; higher % means a stronger effect | inhibition, % at 50 µM; hits with a dose series show IC50 in µM | 300,000 compounds, 0.16% hits;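 active = inhibition over 29.93%, a cutoff 3 SD above the screen mean, later confirmed by dose response; inconclusive = inhibition over 29.93% but no dose response follow-up; inactive = inhibition at most 29.93% or unconfirmed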;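 note: 0% = low Mg2+ inducing control and 100% = high Mg2+ repressing control; strong numbers were not always called active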
Myeloid diff 2: myeloid differentiation induction; ER-HoxA9 myeloid progenitors, lysozyme-GFP differentiation, flow cytometry; calls only at 10 µM; 360,000 compounds, 1% hits;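 active = normalized GFP-positive differentiation at or above the plate's own cutoff, the solvent-only control mean plus 3 SD; inconclusive = no clear call, values can overlap the other calls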;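 note: cells exposed to compound for four days before flow analysis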
Large T inhibition: SV40 large T antigen inhibitors, biochemical (AID 1903); SV40 large T antigen ATPase/helicase inhibition assay; higher % means a stronger effect; one-dose inhibition, % at 20 µM; IC50 in µM for titrated hits; 310,000 compounds, 0.39% hits; in the data active = a potency from the dose series; inconclusive = inhibition mostly from about 32% at the one dose, without a potency; inactive = the rest, 99 in 100 with inhibition below about 32%; note: strong numbers were not always called active
WT yeast gro inh mutant strain: further read-out of WT yeast gro inh, marked with its call; inhibition, %; mitochondrial fusion phenotypic screen, mutant strain inhibition
bCat nuc transl cell count 5 µM: second read-out of bCat nuc transl, no call of its own (marks repeat the call); cell count; measured here: cell count, cytotoxicity flag
T cell modulator vesicle-bound %: further read-out of T cell modulator, marked with its call; double positive events, %; measured here: CD8+ vesicle-bound cell fraction;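 binding gate set so that unloaded-vesicle control wells show 10% double positive cells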
Myeloid diff 2 GFP+ MAC1+ %: second read-out of Myeloid diff 2, no call of its own (marks repeat the call); GFP+ MAC1+ double positive, %; measured here: differentiation confirmed by MAC1 staining
The depositor's hits bear a star; i = inactive; ? = inconclusive; / = no result given.

structure	Myeloid diff 2	WT yeast gro inh	RSV CPE inhibition	PhoP inhibition	West Nile virus CPE	T cell modulator vesicle-bound %	WT yeast gro inh mutant strain	Rac1 GTP hydrolysis	bCat nuc transl	Large T inhibition	Myeloid diff 2 GFP+ MAC1+ %	T cell modulator	bCat nuc transl cell count 5 µM
CCCCCC1CCC(C(=O)O)CC1 (stereo unspecified)	i	4	5.1%	1%	0.6%	38	-38	-5%	0.0	3%	0.8	i	1338
O=C(/C=C/c1cccs1)N1CCN(c2ccccc2)CC1	i	6	4.4%	5%	-0.3%	2	4	-7%	-0.3	15%	1.0	i	1555
CC(Sc1cccc(C(F)(F)F)c1)C(=O)NC(N)=O (stereo unspecified)	i	-10	2.4%	5%	-0.5%	32	5	7%	-3.1	8%	0.8	i	1112
Cc1cc(C)c(S(=O)(=O)Nc2ccncc2)cc1C	i	/	2.3%	3%	-0.1%	46	/	8%	/	7%	0.6	i	/
O=S(=O)(c1ccc2c(c1)oc1ccccc12)N1CCOCC1	i	-4	3.2%	6%	-0.4%	17	-18	-1%	-1.3	13%	1.2	i	1108
COc1ccc(C(=O)Cn2nnc(-c3ccccc3NC(=O)C(F)(F)F)n2)cc1	i	4	2.7%	7%	-0.2%	40	8	6%	-1.9	4%	1.7	i	1224
Cc1c(N=C/C=C/c2ccccc2)cnn1C	i	4	1.7%	6%	0.3%	34	-6	9%	-3.5	19%	0.5	i	788
CN(C)c1ccc(C2NCC(CCl)O2)cc1 (stereo unspecified)	i	1	1.1%	-2%	0.3%	36	0	5%	0.3	6%	0.9	i	1341
COc1ccc(N2CCN(C(=S)NC(=O)c3cccs3)CC2)c([N+](=O)[O-])c1	i	61*	1.1%	-1%	-1.4%	10	52*	8%	-0.3	13%	0.2	i	1048
Cc1c(NC(=O)CS(=O)(=O)c2ccccc2)c(=O)n(-c2ccccc2)n1C	i	2	-1.3%	-1%	0.4%	21	24	7%	-5.4	5%	0.2	i	1060
CCOc1ccc(C(=O)Nc2nnc(S(=O)(=O)Nc3ccccc3C)s2)cc1	i	/	3.0%	/	0.1%	26	/	4%	/	5%	1.1	i	/
O=c1c(-c2ccccc2)coc2c(CN3CCCCC3)c(O)ccc12	i	/	0.9%	1%	-0.2%	64	/	6%	/	4%	1.0	i	/
Cc1ccc2cccc(S(=O)(=O)N3CCCc4ccccc43)c2n1	i	8	5.8%	0%	-1.4%	32	16	11%	-0.9	11%	0.7	i	1490
O=c1[nH]c(SCc2ccc([N+](=O)[O-])cc2)nc2[nH]ncc12	i	-20	3.4%	-8%	0.4%	59	-7	6%	0.3	4%	0.2	i	1095
CC(NS(=O)(=O)c1ccc2c(c1)c(=O)n(C)c(=O)n2C)C(=O)NC1CCCCC1 (stereo unspecified)	i	/	1.6%	8%	0.2%	8	/	8%	/	2%	4.8	i	/
O=C(CCn1cnc2ccccc21)N/N=C/c1ccccc1O	i	19	4.2%	11%	-0.1%	58	8	1%	-2.9	15%	0.6	i	565
CCN(CC)S(=O)(=O)c1ccc2c(c1)CC(C(=O)N1CCCC1)N2C(C)=O (stereo unspecified)	i	/	0.8%	14%	0.2%	55	/	2%	/	19%	0.3	i	/
Cc1ccc(-c2noc(CSc3nnnn3C3CCCCC3)n2)cc1	i	40	4.0%	-2%	-0.3%	32	22	9%	/	-4%	2.3	i	/
CN(C)CCCN1C(=O)C2CCc3[nH]c4ccccc4c3C2C1=O (stereo unspecified)	i	6	1.3%	1%	0.2%	50	14	6%	-0.1	22%	1.4	i	1038
CN(CCC1CCOCC1)C(=O)C1CCC(=O)N(CCc2ccc(Cl)cc2)C1 (stereo unspecified)	i	/	-1.7%	0%	-0.4%	19	/	-7%	/	/	2.2	i	/
COc1ccc(-c2noc(CN(C)Cc3ccc(C)o3)n2)cc1	i	-8	2.4%	3%	-0.5%	7	1	3%	0.8	10%	0.9	i	962
C[C@H]1O[C@@H](n2cc(F)c(=O)[nH]c2=O)[C@H](O)[C@@H]1O	i	/	-1.2%	23µM*	/	14	/	0%	/	13%	2.3	i	/
O=C(Nc1cccs1)Nc1ccccc1Cl	i	-2	5.7%	25%	0.2%	7	-3	20%	/	4%	0.2	i	/
Cc1nn(C)cc1CNC(=O)c1ccc(Br)o1	i	-4	0.6%	14%	0.5%	43	10	6%	-0.5	2%	1.2	i	1267
COC(=O)CCC(=O)Nc1cc(Cl)cc(Cl)c1	i	-3	-0.7%	-6%	1.1%	66	-4	1%	-0.2	18%	0.1	i	1018
OCCC1CN(Cc2cccc(C(F)(F)F)c2)CCN1Cc1ccccc1 (stereo unspecified)	i	1	-1.2%	-3%	-0.6%	21	6	8%	-1.7	6%	0.5	i	1141
COc1ccccc1CNC(=O)C1CC2Cn3c(nc4cc(Cl)c(Cl)cc43)C2N1C (stereo unspecified)	i	/	8.0%	-1%	-0.5%	20	/	5%	/	21%	0.6	i	/
CSc1nc(=S)n(-c2ccc([N+](=O)[O-])cc2)c(C)c1C(C)=O	i	/	1.2%	-1%	-1.2%	64	/	13%	/	3%	0.5	i	/
O=C(NCCCc1nc2ccccc2[nH]1)c1ccco1	i	/	1.0%	6%	-0.7%	13	/	7%	/	10%	0.7	i	/
O=C(Cc1ccccc1)Nc1ccc2[nH]ncc2c1	i	/	1.2%	-2%	-0.2%	56	/	2%	/	3%	0.5	i	/
CCC(NC(=O)COc1ccc([N+](=O)[O-])cc1)c1ccccc1 (stereo unspecified)	/	-1	1.1%	-7%	-1.0%	65	4	/	-1.7	7%	/	i	1108
O=C(CSc1ncn[nH]1)NCc1ccccc1	i	89*	0.9%	1%	0.1%	46	2.9*	3%	-1.5	1%	0.8	i	1382

Quoted from the listing:
Result for O=C(CSc1ncn[nH]1)NCc1ccccc1 in bCat nuc transl cell count 5 µM: 1382
Result for OCCC1CN(Cc2cccc(C(F)(F)F)c2)CCN1Cc1ccccc1 (stereo unspecified) in bCat nuc transl cell count 5 µM: 1141

Carrying on.
structure	Myeloid diff 2	WT yeast gro inh	RSV CPE inhibition	PhoP inhibition	West Nile virus CPE	T cell modulator vesicle-bound %	WT yeast gro inh mutant strain	Rac1 GTP hydrolysis	bCat nuc transl	Large T inhibition	Myeloid diff 2 GFP+ MAC1+ %	T cell modulator	bCat nuc transl cell count 5 µM
Cc1ccc(S(=O)(=O)N(C)CC(=O)N2CCOCC2)cc1	i	-4	1.2%	-6%	-0.8%	28	11	5%	/	1%	0.8	i	/
O=C(O)Cn1c(=O)c2c(c3ccccc31)CCC2	i	/	-0.2%	/	-0.2%	50	/	5%	/	7%	0.3	i	/
O=S(=O)(NCCCN1CCOCC1)c1ccc2ccccc2c1	i	-18	-0.2%	8%	-0.8%	28	10	5%	-0.9	11%	0.2	i	1592
Cc1nn(C)cc1C1C(C#N)=C(N)N(c2ccc(F)c([N+](=O)[O-])c2)C2=C1C(=O)CCC2 (stereo unspecified)	i	2	-0.3%	-3%	-0.5%	38	8	-3%	/	3%	1.1	i	/
CN1C(=O)NC(c2cccc(O)c2)C(C(=O)c2cccs2)C1(O)C(F)(F)F (stereo unspecified)	i	-31	-0.7%	-9%	0.0%	37	-19	5%	0.2	-1%	2.2	i	771
O=C1Nc2ccccc2S/C1=C/NCc1ccccc1Cl	i	17	-0.8%	6%	0.1%	53	-4	22%	0.7	12%	0.2	i	1051
Cn1c(SCC(=O)Nc2cccc(F)c2)nc2c(c1=O)SCC2	i	/	0.6%	0%	0.2%	65	/	3%	/	7%	2.0	i	/
CCOc1ccccc1N(CC)C(=O)c1ccc2c(=O)n3c(nc2c1)CCCCC3	?	/	4.2%	2%	-0.6%	59	/	7%	/	14%	/	i	/
COc1ccc(C2=NO[C@@H]3C(=O)N(Cc4ccccc4)C(=O)[C@H]23)cc1OC	i	18	0.3%	8%	0.8%	45	17	4%	-1.7	9%	8.4	i	1207
Cc1nc(-c2ccc(C#N)cc2)cs1	i	/	/	0%	0.4%	37	/	-15%	-2.4	6%	0.4	i	1095
COc1ccc(C2=CC3=C(Br)C(=O)C(C)(O)C(=O)C3=CO2)cc1 (stereo unspecified)	i	/	0.7%	-4%	0.8%	29	/	24%	0.3	34%	1.2	i	1065
Cc1ccc(NC(=O)c2c3c(nc4ccccc24)CCC3)cc1S(=O)(=O)N(C)C	i	-14	-0.7%	3%	1.2%	40	-2	10%	-1.1	26%	0.3	i	1111
Cn1c(=O)n(CC(=O)NC2CCCCC2)c(=O)c2ccccc21	i	5	0.4%	-6%	0.3%	44	11	7%	/	8%	0.5	i	/
CCOc1ccc(NC(=O)C2CCN(S(=O)(=O)c3cccs3)CC2)cc1	i	/	3.4%	-8%	-0.7%	25	/	3%	/	4%	0.0	i	/
CC(=O)Oc1ccc2c(=O)c(Oc3ccccc3)coc2c1OC(C)=O	i	3	2.4%	-2%	1.0%	45	12	108µM*	-3.8	29%	0.9	i	563
O=C(Cc1nc2ccccc2s1)c1ccc(O)cc1O	/	5	9.1%	-8%	?	12	16	/	-0.9	23%	/	i	1045
O=C(CCCCCn1nnc2ccccc2c1=O)Nc1ccccc1F	i	/	0.8%	/	-0.8%	28	/	/	/	8%	0.7	i	/
O=C(Nc1ccc2c(c1)OCCO2)C1CC(c2ccccc2Cl)=NO1 (stereo unspecified)	i	/	9.8%	7%	0.5%	30	/	6%	/	-6%	0.6	i	/
COCCCNC(=S)N/N=C/c1ccc2c(c1)OCO2	i	/	1.5%	-7%	0.6%	12	/	/	3.1	11%	1.1	i	1163
CNC(=O)/C=C/c1cc(C(=O)c2ccc(Cl)cc2Cl)cn1C	i	/	1.4%	3%	-0.7%	56	/	9%	/	10%	0.3	i	/

Compounds were not picked by outcome (roughly 3.6% active in at least one column).
